HSF1 activator – increases HSF-1 driven luciferase reporter signal. NIH3T3-HGL HSF-1 luciferase reporter, MG132, 8 h; 100% = twice DMSO control signal. activation, % at 9 µM. 300,000 tested, 1.7% active;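 active means mean replicate activation of at least 50% with a set share of replicates each reaching 50%; inconclusive means only one of those two conditions met; inactive means mean below 50% and too few replicates reaching it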;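 further: 0% = median of the neutral control wells and 100% = twice that signal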
HSF1 inh – HSF1 inhibition. NIH3T3-HGL HSE-luciferase, MG132-induced, luminescence 8 h; hits give low values. activity change, negative = inhibition, % at 7.5 µM (by protocol). 300,000 tested, 0.77% active. AID 2098;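 active means more than half of replicate wells show activity change below -50%, luminescence cut by over half; inconclusive means some wells, but at most half, below -50%; inactive means no replicate well below -50%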;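 further: luciferase reports HSF-1 transcriptional activity via heat shock element; 0% = median of DMSO wells and -100% = zero luminescence signal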
HIF act – HIF pathway transcriptional activation. U2OS HRE-luciferase reporter, luminescence; normalized: DMSO 0%, desferrioxamine 100%. activation, % at 7.5 µM (by protocol). 300,000 tested, 0.32% active. AID 1910;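 active means mean activation of at least 10% of the iron chelator positive control signal, with at least half of replicates also reaching 10%; inconclusive means mean and replicate majority disagree about reaching 10%; inactive means mean and most replicates under 10%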
HSP90 inh – inhibitors of HSP90 luciferase refolding in rabbit reticulocyte lysate; inhibition, % at 5.6 µM; luciferase refolding luminescence, 3 h; 290,000 tested, 0.91% active; AID 1789;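 active means inhibition above the screen-wide mean plus 3 SD, computed separately per campaign, cut at about 16% in these data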;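 further: 0% = DMSO wells and 100% = 60 µM geldanamycin wells; inhibitors lower the luminescence because luciferase stays unfolded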
SKKanGAS inh – inhibitors of SKKanGAS S. pyogenes growth in kanamycin (SK-promoter or general growth effect) | BacTiter-Glo, 6 h | AID 1662 | inhibition, % at 7.5 µM | 300,000 tested, 1.3% active;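 active means mean replicate score, as percent of positive control median, at least 50; inconclusive means mean below 50 but one replicate at or above 50; inactive means mean and every replicate below 50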;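 further: strain carries kanamycin resistance gene driven by streptokinase promoter and grows in 40 µg/ml kanamycin; loss of luminescence reflects streptokinase promoter inhibition or plain growth inhibition; 0% = median of DMSO wells and 100% = positive control at its reference dose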
AI-2 QS modul – Vibrio harveyi AI-2 quorum sensing modulation; Vibrio harveyi JMH597 AI-2 luminescence/OD600 ratio, 9 h; hits give low values; strain lacks LuxN and CqsS sensors; 0 = neutral-control median; activity change, % at 7.5 µM; 300,000 tested, 0.4% active; in the data active means activity change below about -75%, passing the limit was not always enough; inconclusive means no clear call, values can overlap the other calls;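 further: luminescence divided by OD600 gain over 9 h not by final OD600 alone; inactives centre near 13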
aSyn UTR inh – MLPCN primary screen, SNCA 5' untranslated region; alpha-synuclein 5'UTR reporter, inhibitor activity; inhibition, % (tested at 7.5 µM); 300,000 tested, 0.82% active; in the data active means inhibition above about 60%; inconclusive means no clear call, values can overlap the other calls;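 further: H4 neuroglioblastoma cells stably carrying SNCA 5'UTR luciferase fusion; 0% = DMSO wells and 100% = positive control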
IEC-6 cytotox – IEC-6 cytotoxicity, counter-screen for KLF5 inhibitors | 290,000 tested, 0.78% active | luminescence viability | inhibition, % at 5 µM; in the data active means inhibition above about 22%;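 further: 0% = plate median of test compound wells and 100% = cytotoxic reference compound wells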
KLF5 inh – kruppel-like factor 5 inhibition | DLD-1 KLF5 promoter-luciferase reporter, luminescence | inhibition, % at 5 µM | AID 1700 | 290,000 tested, 0.23% active;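 active means inhibition above a per-plate limit of that plate's mean compound inhibition plus 3 SD, cut at about 60% in these data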;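 further: 0% = DMSO wells and 100% = LY294002 at 200 µM; higher means less KLF5 promoter-driven luciferase light; inactives centre near -14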
Platelet DG rel – platelet dense granule release activity; 300,000 tested, 0.22% active; AID 1663; human platelet-rich plasma, SFLLRN dense granule ATP release, luminescence; inhibition, %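 (compounds screened at 7.5 µM in platelet-rich plasma)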;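 active means mean replicate score, as percent of positive control, at or above 50; inconclusive means mean below 50 but at least one replicate at or above 50; inactive means mean and every replicate below 50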
Starred values were filed as active, the others as inactive; ? = inconclusive; / = not tested or not shown.

Results follow in this order: HSF1 activator | HSF1 inh | HIF act | HSP90 inh | SKKanGAS inh | AI-2 QS modul | aSyn UTR inh | IEC-6 cytotox | KLF5 inh | Platelet DG rel
- CN1CCN(CC(=O)N2c3ccccc3C(C)(c3ccccc3)CC2(C)C)CC1 (centres undefined)
  10 | 3 | 0.8 | 3 | 4 | 14 | 0 | 4 | 2 | -1
- CCCN1C(=O)c2ccccc2NC1c1ccc(O)c(OCC)c1 (centres undefined)
  -9 | 3 | -1.9 | -4 | -1 | 8 | 8 | -6 | -27 | 0
- CCOc1cc(/C=N/NC(=S)Nc2ccccc2C(F)(F)F)ccc1OCC(=O)N1CCOCC1
  -16 | 10 | -0.3 | 3 | -7 | 7 | 6 | 4 | 5 | -7
- CS(=O)(=O)N1CCc2cc(-c3csc(NC(=O)Cc4cccs4)n3)ccc21
  -3 | -7 | 0.0 | -3 | 14 | 10 | 28 | 0 | -1 | 4
- COc1ccc(CCN2CC(C(=O)Nc3ccc4c(c3)OCO4)CC2=O)cc1OC (centres undefined)
  -5 | -6 | -0.5 | 2 | 9 | -3 | -24 | -7 | -19 | -9
- O=C(NCC(=O)N1CCN(c2ccccc2O)CC1)c1cccs1
  20 | 9 | 1.1 | / | -7 | 13 | -63 | / | / | -4
- O=C1c2oc3ccccc3c(=O)c2C(c2ccccn2)N1Cc1ccccc1 (centres undefined)
  17 | -3 | -0.3 | 1 | -2 | 41 | 3 | -1 | -4 | -5
- Nc1nc(NCc2ccco2)nc(NC2CCCCC2)c1[N+](=O)[O-]
  -79 | -72* | 1.6 | 3 | -1 | 11 | 28 | -1 | -38 | 1
- CCOc1cc(C#N)c(NC(=O)c2cccnc2Cl)cc1OCC
  -56 | -44 | 0.0 | -2 | -3 | 3 | -16 | -3 | -8 | 8
- CCc1noc(C)c1C(=O)N1CCCSC1=Nc1ccccc1C(C)C
  7 | -1 | -34 | / | 6 | 22 | 20 | / | / | -8

Single records (already shown):
`Nc1nc(NCc2ccco2)nc(NC2CCCCC2)c1[N+](=O)[O-]` across the screens: HSF1 activator = -79; HSF1 inh = -72*; HIF act = 1.6; HSP90 inh = 3; SKKanGAS inh = -1; AI-2 QS modul = 11; aSyn UTR inh = 28; IEC-6 cytotox = -1; KLF5 inh = -38; Platelet DG rel = 1
`O=C(NCC(=O)N1CCN(c2ccccc2O)CC1)c1cccs1` across the screens: HSF1 activator = 20; HSF1 inh = 9; HIF act = 1.1; HSP90 inh = /; SKKanGAS inh = -7; AI-2 QS modul = 13; aSyn UTR inh = -63; IEC-6 cytotox = /; KLF5 inh = /; Platelet DG rel = -4

Remaining list, next part.
Results follow in this order: HSF1 activator | HSF1 inh | HIF act | HSP90 inh | SKKanGAS inh | AI-2 QS modul | aSyn UTR inh | IEC-6 cytotox | KLF5 inh | Platelet DG rel
- Fc1cccc(NC(=S)N2CCCC2)c1
  7 | -5 | 0.4 | -2 | -2 | 3 | -18 | -4 | -5 | 6
- COc1ccccc1NC(=O)COc1ccc(/C=N/NC(=O)c2cccnc2)cc1
  2 | -3 | 0.1 | 0 | 5 | 14 | -4 | 8 | -39 | -20
- COc1ccc(C(CC(=O)c2ccccc2)C2CCCCC2=O)cc1 (centres undefined)
  44 | 4 | -0.4 | 8 | 21 | 14 | 10 | 2 | -10 | 1
- CC(=O)NC1(c2nnnn2CCOC(=O)Nc2ccc(Cl)cc2)CCCCC1
  / | / | / | -1 | / | 9 | / | 2 | -13 | /
- Cc1ccc(C(=O)NC2CCCCCC2)cc1S(=O)(=O)N1CCOCC1
  23 | 10 | 3.0 | -3 | -5 | 9 | -70 | -2 | -87 | 6
- CCc1cccc2c(C(=O)C(NCCOC)c3ccccc3)c[nH]c12 (centres undefined)
  -3 | -2 | 0.0 | 2 | -3 | 17 | 12 | 0 | -21 | -3
- CSc1ccc(NC(=O)N2CC=C(n3c(=O)[nH]c4ccccc43)CC2)cc1
  -3 | -5 | 3.2 | -2 | 16 | 15 | 5 | 3 | -13 | -6
- CCOc1ccccc1NC(=S)Nc1ccc(S(N)(=O)=O)cc1
  -2 | -4 | -0.3 | 0 | -7 | -10 | 0 | -4 | -24 | -3
- Cc1cccc(NC(=O)C2CCCN(S(=O)(=O)c3ccc4[nH]c(=O)ccc4c3)C2)c1 (centres undefined)
  6 | 0 | -0.6 | -2 | -9 | 12 | 26 | -1 | -38 | 7
- O=[N+]([O-])c1ccc(N=Nc2ncc[nH]2)cc1
  -66 | -66* | 5.8 | 55* | 3 | 15 | -96 | 81* | -4 | -1
- O=C(c1nc2ccccn2c1CNCCn1ccc2ccccc21)N1CCOCC1
  -29 | 0 | -0.3 | -2 | 10 | 3 | -1 | 0 | -16 | 1
- CC1(C)CC(=O)C(=Cc2cn(-c3ccccc3)nc2-c2ccc(Cl)cc2)C(=O)C1
  -13 | ? | 0.9 | -1 | -5 | 72 | -50 | -3 | -26 | 19
- CCn1cc(CNC(=S)Nc2cccc3ccccc23)cn1
  20 | 16 | 1.8 | -1 | -3 | 9 | -16 | -6 | -22 | 5
- Cc1nc(C(=O)NCC(=O)c2ccccc2)c(C(F)(F)F)o1
  14 | 1 | 0.1 | 5 | -6 | 9 | -12 | -1 | -2 | 17
- Cc1nnc2ccc(N3CCCCC3)nn12
  14 | 0 | -0.4 | 1 | -4 | 4 | 5 | -7 | -21 | 3
- COc1ccccc1NC(=O)CSc1nc(SC)ns1
  26 | 4 | 2.2 | -3 | 0 | 14 | -52 | 12 | -10 | -1

In another format: entries from further up
mol	HSF1 activator	HSF1 inh	HIF act	HSP90 inh	SKKanGAS inh	AI-2 QS modul	aSyn UTR inh	IEC-6 cytotox	KLF5 inh	Platelet DG rel
O=C(c1nc2ccccn2c1CNCCn1ccc2ccccc21)N1CCOCC1	-29	0	-0.3	-2	10	3	-1	0	-16	1
CC1(C)CC(=O)C(=Cc2cn(-c3ccccc3)nc2-c2ccc(Cl)cc2)C(=O)C1	-13	?	0.9	-1	-5	72	-50	-3	-26	19
CCn1cc(CNC(=S)Nc2cccc3ccccc23)cn1	20	16	1.8	-1	-3	9	-16	-6	-22	5
Cc1nc(C(=O)NCC(=O)c2ccccc2)c(C(F)(F)F)o1	14	1	0.1	5	-6	9	-12	-1	-2	17
Cc1nnc2ccc(N3CCCCC3)nn12	14	0	-0.4	1	-4	4	5	-7	-21	3
COc1ccccc1NC(=O)CSc1nc(SC)ns1	26	4	2.2	-3	0	14	-52	12	-10	-1

Screens deposited in PubChem by several laboratories.
